# Vif inh – HIV Vif self-association inhibitors, primary screen, imaging, HEK293T, single point. HEK293T cells, Vif self-association by quenched fluorescence, 24 h. inhibition, % at 7.49 µM. hit rate 0.35% among 340,000; in the data active means inhibition above about 50%, passing the limit was not always enough; further: some results filed as inactive read as strong as hits
# SRC1 inh – SRC1 coactivator transcriptional activity inhibitors, primary screen, cell-based, luminescence; Nuclear receptor coactivator 1 (Homo sapiens), Q15788; AID 588354, 2011; hit rate 0.12% among 360,000; HEK293 GAL4-SRC1 luciferase reporter; inhibition, % at 3.6 µM;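 active means inhibition above the campaign mean plus 3 SD, with each screening campaign given its own cutoff, cut at about 60% in these data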;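 further: 0% = DMSO treated cells and 100% = gossypol at 36 µM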
# TRAIL sens C8 – viability loss with TRAIL in NB7+C8 cells, primary screen, TRAIL sensitizer project, cell-based, ATPlite luminescence; inhibition (viability loss, TRAIL sensitization), % at 10 µM; AID 624354, 2012; hit rate 1% among 360,000;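 active means compounds causing at least 50% loss of cell viability in the single-dose screen, relative to plate controls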
# NOD2-RIPK2 inh – NOD2-RIPK2 binding disruptors in cells, primary screen, fluorescence, CHO cells, BLA complementation. AID 624267, 2012. Receptor-interacting serine/threonine-protein kinase 2 (Homo sapiens), O43353. hit rate 0.38% among 360,000. CCF4 ratio. inhibition, % at 4.98 µM; in the data active means inhibition above about 21%;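 further: 0% = vehicle only and 100% = reference blocker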
# TROY signal inh – inhibitors of TROY-driven NF-kB signaling, primary screen, Q293 LMP1-TROYcd cells, NF-kB luciferase, uHTS; Q293 LMP1-TROYcd NF-kB luciferase reporter, 4 h; inhibition, % at 10 µM; hit rate 0.98% among 360,000; AID 1347056, 2019;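 active means compounds whose plate-normalised and pattern-corrected inhibition of the luciferase reporter signal at the single screening dose is 50% or more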
# NR5A2 inv ag – LRH-1 (NR5A2) inverse agonists, primary screen, cell-based, luminescence, HEK293T, StAR-luciferase reporter | Nuclear receptor subfamily 5 group A member 2 (Homo sapiens), O00482 | AID 602396, 2012 | hit rate 0.13% among 360,000 | LRH-1 transfected, 24 h | inhibition, % at 3.6 µM;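 active means inhibition above the mean inhibition of all tested compounds plus 3 SD, cut at about 73% in these data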;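 further: 0% = DMSO wells and 100% = reporter-only cells lacking LRH-1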
# EBV LMP1 NFkB – EBV LMP1-driven NF-kappaB luciferase reporter inhibitors, primary screen, cell-based, luminescence, single point; LMP1-induced NF-kappaB luciferase reporter cells; AID 504558, 2011; hit rate 0.69% among 350,000; inhibition, % at 12.5 µM; in the data active means inhibition above about 41%;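 further: 0% = neutral control wells and 100% = reference inhibitor control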
# TLR9-MyD88 inh – inhibitors of TLR9-MyD88 association in cells, primary screen, cell-based, CHO, BLA complementation, fluorescence. CCF4 FRET ratio. AID 504734, 2011. inhibition, % at 4.98 µM. hit rate 0.21% among 340,000;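 active means inhibition above the mean over all tested compounds plus 3 SD, cut at about 21% in these data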;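 further: 0% = DMSO only wells and 100% = clavulanate BLA inhibitor control wells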
# Target sequence (Q99836 whole entry, looked up): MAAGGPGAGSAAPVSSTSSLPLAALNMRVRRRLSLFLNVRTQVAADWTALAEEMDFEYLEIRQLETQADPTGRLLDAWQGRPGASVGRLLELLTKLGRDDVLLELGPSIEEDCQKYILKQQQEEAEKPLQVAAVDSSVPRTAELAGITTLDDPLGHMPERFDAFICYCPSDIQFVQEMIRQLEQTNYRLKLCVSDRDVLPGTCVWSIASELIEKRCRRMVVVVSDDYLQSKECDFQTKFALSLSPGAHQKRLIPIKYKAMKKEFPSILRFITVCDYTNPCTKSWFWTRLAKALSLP
# Target sequence (Q9NR96 whole entry, looked up): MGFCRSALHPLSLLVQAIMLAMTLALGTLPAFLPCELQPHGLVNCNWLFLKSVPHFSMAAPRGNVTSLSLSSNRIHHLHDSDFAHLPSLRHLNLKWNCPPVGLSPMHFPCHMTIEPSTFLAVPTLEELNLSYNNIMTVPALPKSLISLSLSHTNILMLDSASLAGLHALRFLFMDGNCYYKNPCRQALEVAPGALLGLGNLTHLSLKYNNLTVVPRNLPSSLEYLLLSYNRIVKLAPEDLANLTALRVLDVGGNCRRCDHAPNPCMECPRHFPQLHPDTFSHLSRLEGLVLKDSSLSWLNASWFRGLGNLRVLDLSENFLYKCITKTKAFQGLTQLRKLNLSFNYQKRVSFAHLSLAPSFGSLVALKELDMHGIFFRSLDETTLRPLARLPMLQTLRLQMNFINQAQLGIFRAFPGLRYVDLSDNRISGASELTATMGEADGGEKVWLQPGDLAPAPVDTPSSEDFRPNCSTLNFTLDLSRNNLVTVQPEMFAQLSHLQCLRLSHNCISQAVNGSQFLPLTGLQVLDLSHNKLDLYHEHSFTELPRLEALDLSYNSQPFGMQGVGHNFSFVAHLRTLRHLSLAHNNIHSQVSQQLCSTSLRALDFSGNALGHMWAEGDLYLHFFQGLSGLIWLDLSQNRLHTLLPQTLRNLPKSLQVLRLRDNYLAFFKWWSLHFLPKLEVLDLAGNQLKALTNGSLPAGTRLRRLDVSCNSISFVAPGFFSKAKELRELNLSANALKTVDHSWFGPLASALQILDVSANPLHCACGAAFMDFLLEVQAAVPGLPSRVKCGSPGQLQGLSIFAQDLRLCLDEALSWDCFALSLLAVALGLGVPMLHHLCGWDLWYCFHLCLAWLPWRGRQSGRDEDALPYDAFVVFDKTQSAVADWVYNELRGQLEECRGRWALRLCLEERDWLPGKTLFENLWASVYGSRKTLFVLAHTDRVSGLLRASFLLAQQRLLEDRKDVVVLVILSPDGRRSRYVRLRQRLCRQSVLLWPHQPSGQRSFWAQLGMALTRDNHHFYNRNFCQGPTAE
# SRC2 inh – inhibition of GAL4-SRC2 driven luciferase reporter, primary screen, SRC2 inhibitor project, cell-based, luminescence | Nuclear receptor coactivator 2 (Homo sapiens), Q15596 | inhibition, % at 9 µM | HEK293 GAL4-SRC2 luciferase reporter | AID 651957, 2012 | hit rate 0.17% among 370,000;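 active means inhibition above the mean inhibition of all tested compounds plus 3 SD, set per campaign, cut at about 52% in these data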;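 further: 0% = DMSO treated cells and 100% = cells given Gossypol at 36 µM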
# NCOA3 inh – SRC3 coactivator transcriptional activity inhibitors, primary screen, cell-based, luminescence. Nuclear receptor coactivator 3 (Homo sapiens), Q9Y6Q9. HEK293 GAL4-SRC3 luciferase reporter. inhibition, % at 3.6 µM. hit rate 0.17% among 360,000;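 active means inhibition above a per-campaign cutoff, the mean of all compounds plus 3 SD, cut at about 60% in these data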;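 further: 0% = DMSO-treated cells and 100% = gossypol-treated cells at 36 µM; higher means less SRC3-driven luciferase light from the GAL4 reporter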
# COUP-TFII inh – NR2F2 transcriptional activity inhibitors, primary screen, cell-based, luciferase reporter, HEK293T, luminescence; COUP transcription factor 2 (Homo sapiens), P24468; HEK293T NGFI-A luciferase reporter; inhibition, % at 8.6 µM; hit rate 0.7% among 370,000;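 active means inhibition above a per-plate cutoff, mean inhibition of test wells between control levels plus 3 SD, cut at about 38% in these data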;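 further: cells cotransfected with COUP-TFII expression vector driving the NGFI-A reporter; 0% = median of COUP-TF2 test wells and 100% = reporter-only cells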
# Numbers without * were called inactive; nt = not tested or not shown. This is a subset. The share of hits here may be higher or lower than overall.
SMILES,Vif inh,SRC1 inh,TRAIL sens C8,NOD2-RIPK2 inh,TROY signal inh,NR5A2 inv ag,EBV LMP1 NFkB,TLR9-MyD88 inh,SRC2 inh,NCOA3 inh,COUP-TFII inh
O=C(Cc1ccccc1[N+](=O)[O-])NC1CCN(Cc2ccccc2)CC1,-0.5,-12.6,-12.2,0.2,18.6,13.2,-11.1,0.1,-20.0,-19.2,-6.9
CCOC(=O)c1ccc(CNC(=O)CCC(=O)O)cc1,1.2,5.9,-8.1,-2.1,-0.5,-4.0,31.8,-3.5,20.2,7.0,-3.1
Cc1ccc2c(C)c(C(=O)Nc3cccnc3)oc2c1,-10.9,-66.7,6.5,-2.2,-64.5,-70.2,-25.6,8.3,-67.7,-57.2,-18.4
O=C(Cc1sc(-c2ccccc2)nc1-c1ccccc1)Nc1ccc(Cl)cc1,-1.8,0.7,13.2,-5.4,-0.3,-7.9,0.2,2.0,-7.7,-4.8,0.7
COc1ccc(N(C(=O)CCl)C(C(=O)NCCc2ccccc2)c2cccs2)cc1Cl (centres undefined),3.8,2.7,94.8*,6.8,-14.6,39.6,6.9,-20.8,47.8,76.3*,25.9
CC(C)C[C@H](NC(=O)Nc1ccc(S(N)(=O)=O)cc1)C(=O)O,7.4,12.3,-2.6,-1.4,3.6,5.4,-4.1,1.7,-5.3,28.1,8.3
CC(=N/O)/C(C)=N\NC(=O)c1ccccn1,-5.0,-97.7,42.9,5.6,-19.4,-127.6,-6.9,53.5*,-30.9,-60.5,-26.6
COc1cc(C)ccc1OCc1cc(C(=O)NC(c2ccccn2)C(F)(F)F)no1 (centres undefined),-3.1,-55.2,7.1,1.7,-28.9,9.5,11.5,2.1,-0.1,-11.3,0.6
NC1(C(=O)O)CCCCC1c1ccccc1 (centres undefined),-5.1,-12.9,-8.8,-3.5,4.8,-20.3,2.4,1.6,-11.8,-18.8,8.9
CCOC(=O)N1CCN(Cc2nc3c(c(=O)n(C)c(=O)n3C)n2Cc2ccccc2C)CC1,-3.2,-5.3,-13.0,-6.7,1.0,8.9,-1.1,-7.0,0.1,-13.8,1.1
C=CCNCCOc1ccccc1-c1ccccc1,-1.1,-8.9,-10.6,-8.1,-1.6,-1.7,-3.5,-16.4,-19.4,24.6,-3.8
COc1cc2c(cc1OC)CN(C(=O)c1ccc(Cl)c(S(=O)(=O)N3CCCC3)c1)CC2,-6.9,-2.4,-9.7,-15.2,15.1,8.5,7.0,-2.6,-8.9,7.1,7.0
CCOC(=O)C1CCN(C(=O)COc2ccc(C(=O)c3ccccc3)cc2)CC1,15.4,3.6,-3.9,-3.0,5.0,12.5,nt,nt,-4.2,1.5,14.2
CN1CCN(C(=S)Nc2cccc(Cl)c2)CC1,-1.6,3.7,0.3,3.3,-7.9,-10.8,0.6,4.8,-23.2,-12.3,14.1
COC(=O)CCCNC(=O)c1ccc(OC2CCN(CCc3ccccc3)CC2)cc1,-13.1,-14.0,-2.7,-4.8,-19.1,-3.6,-2.3,-3.2,15.2,3.6,9.5
Cc1csc(SCC(=O)NC(=O)NC(C)(C)C)n1,4.8,-0.9,2.6,3.6,-1.5,-4.7,4.1,1.1,-72.2,6.3,1.8
COc1ccccc1OCc1ccc(C(=O)Nc2ccncc2)o1,-9.0,9.9,23.1,-6.9,19.2,-2.2,-10.5,8.1,8.4,31.7,38.9*
O=C1NC(Cc2ccc(O)cc2)c2nc3cc(F)c(F)cc3c(=O)n2-c2cc3ccccc3cc21 (centres undefined),-17.9,2.6,43.3,-4.0,23.1,-12.3,-2.2,-8.7,29.0,-6.4,9.7
COc1ccc(-c2csc(NC(=S)NC(=O)c3cccs3)n2)cc1Br,12.9,-9.6,17.2,-9.1,2.7,19.2,nt,nt,9.2,8.9,-4.8
CC1=C(C(=O)N(C)C)CC(CC(=O)NC(c2ccccc2)c2ccccc2)C(=O)N1CCC1=CCCCC1 (centres undefined),-0.8,-1.8,3.5,-0.2,8.0,10.4,-3.1,-3.5,-4.5,-0.9,-8.4
CCOc1ccc(N2CC(C(=O)Nc3cccc(S(=O)(=O)N4CCOCC4)c3)CC2=O)cc1 (centres undefined),-0.4,2.5,-6.3,3.2,-8.5,14.8,1.8,-5.8,11.4,7.7,5.5
COCCCNC(=S)NNC(=O)Cn1nc(C)c(Br)c1C,-2.8,-47.2,-1.3,-6.0,6.2,-0.3,2.9,-7.6,1.6,8.1,2.8
COc1ccc(S(=O)(=O)N2CCCCC2)cc1NC(=O)CCC(=O)N1CCC(c2ccccc2)=N1,18.8,-8.2,-5.6,-8.3,-5.1,-1.6,-0.3,14.3,2.2,-0.6,13.2
CCOC(=O)c1cc2ccc3ccccc3c2s1,6.0,-76.5,18.7,-8.6,-55.6,-62.1,-70.7,-0.9,-37.2,-72.5,-22.9
CN(CC(=O)Nc1ccccc1C(F)(F)F)C(=O)COc1ncnc2sccc12,0.4,-5.5,2.5,-5.0,1.4,-12.0,-6.9,-0.3,2.8,7.2,-0.5
Cc1cccc(OCCCCCn2ccnc2)c1,6.7,-12.6,5.9,-6.2,-18.7,2.3,-1.0,-3.3,5.0,-14.6,-0.1
O=C(COC(=O)c1ccc(-c2ccc([N+](=O)[O-])cc2)o1)NC(=O)NC12CC3CC(CC(C3)C1)C2,-3.1,0.9,-2.8,-8.3,5.5,-19.0,-3.2,-1.4,-41.6,14.5,2.2
O=C(c1[nH]c(C(F)(F)F)nc1-c1ccccc1)N1CCN(C/C=C/c2ccccc2)CC1,nt,7.9,-5.7,-0.5,10.4,-25.4,nt,nt,-4.1,10.8,6.3
Cc1ccc(C(=O)C2=C(O)C(=O)N(Cc3cccnc3)C2c2ccc(Br)cc2)o1 (centres undefined),-7.1,-8.4,-7.6,-3.6,18.3,-13.2,2.0,-3.0,-2.6,9.2,15.8
CCOC(=O)C1=NNC2(c3ccccc3)C(=O)N(c3cccc(Br)c3)C(=O)C12 (centres undefined),13.0,3.0,-6.5,2.5,17.3,-21.7,3.3,-2.5,1.2,6.8,-4.2
Cc1cccn2cc(-c3ccc(F)cc3)cc12,-0.7,-22.8,0.7,-8.4,-0.4,-8.2,-12.1,0.0,-26.4,-11.7,-2.6
O=C(C[C@@H]1C/C=C\CCCC(=O)OC[C@@H]2CCCN2C1=O)N[C@H](CO)Cc1ccccc1,-2.5,12.4,5.4,-1.7,-7.4,-4.5,-0.3,-8.9,-7.4,0.3,-12.3
CC(=O)NC1(c2cccc(F)c2)CCN(CC(=O)NC2CCCCC2)CC1,-6.0,-3.9,6.7,7.9,0.5,-6.4,0.2,1.2,24.0,-0.5,-22.6
COc1cccc(CNS(=O)(=O)c2ccc3c(c2)NC(=O)CS3)c1,-6.4,15.3,13.8,-2.1,-9.0,-8.5,-3.0,-3.2,1.8,3.0,9.9
COc1ccc(NC(=O)c2cc(C3CCCCN3S(=O)(=O)c3ccc(F)cc3F)on2)c(C)c1 (centres undefined),-24.5,4.9,10.8,-4.3,23.4,1.8,nt,nt,-13.7,0.1,32.0
Cc1ccccc1Oc1ccc2c(c1)[C@@H]1C[C@H](N(C)C(=O)Nc3cc(Cl)cc(Cl)c3)[C@H]([C@H](C)O)C(=O)N1CC2,-8.9,3.5,-9.5,-9.2,-8.4,12.6,13.3,-13.4,11.4,-3.2,15.1
O=C(CCNC(=O)c1ccccc1Cl)Nc1ccc(S(=O)(=O)Nc2nccs2)cc1,0.0,0.7,-4.2,-1.4,-1.5,-12.9,-4.8,-11.8,-32.2,2.0,0.1
C=CCNC(=O)c1ccccc1NC(=O)c1ccccc1C,6.7,-8.0,6.6,-3.0,-4.1,-1.7,3.9,3.5,-5.4,-0.5,7.3
CC1(C(=O)NS(=O)(=O)c2ccccc2)CCN1C(=O)C1(c2ccc(Cl)cc2)CC1 (centres undefined),1.1,-3.4,-8.4,1.7,-12.2,-12.0,nt,nt,-1.5,-1.7,-4.1
Cc1ccc(C(O)Cn2nc(C)cc2C)cc1 (centres undefined),-3.1,-17.6,3.7,11.5,-27.8,-23.2,7.5,1.4,-6.8,-14.2,16.3
CN(c1cc2c(c3c1ccn3C)C1CCC2C1)C1CCCCC1 (centres undefined),4.3,12.3,-5.5,1.1,4.9,20.6,nt,nt,-45.2,-22.4,-5.0
Cc1ccc(N2CCN(C(=O)N3CCOCC3)CC2)c(C)c1,4.9,-6.6,10.7,1.2,3.2,8.6,-4.3,-4.3,-6.5,4.5,5.2
NC(=O)c1c(NC(=O)C2CC=CCC2C(=O)O)sc2c1CCCCC2 (centres undefined),-4.8,4.6,-4.8,-8.9,-3.7,-1.9,-2.9,-5.1,-1.0,10.8,-1.8
CCOC(=O)N1CCN(C(=O)c2cc3c(=O)n4cccc(C)c4nc3s2)CC1,-10.1,-14.5,9.9,-8.4,5.2,19.2,-5.5,-6.2,-1.9,-23.1,11.8
CC(C)CCN1C(=O)c2ccc(C(=O)OCC(=O)N(C)C3CCS(=O)(=O)C3)cc2C1=O (centres undefined),-0.6,5.5,7.3,-1.1,-1.5,-11.9,1.1,3.1,6.2,6.9,7.6
CN(C)C1CN(Cc2cn(Cc3ccc(F)cc3)nn2)S(=O)(=O)C1 (centres undefined),nt,nt,0.2,-10.8,-1.1,-22.1,nt,nt,-3.5,nt,-3.8
COc1ccccc1-c1nc(C(N)=O)c2[nH]c(=O)n(-c3cccc(C)c3)c2n1,9.5,9.1,-7.6,-7.2,nt,24.0,-3.6,12.5,-5.5,7.6,-1.6
COc1ccc(S(=O)(=O)Nc2cc3c4c(c2)C(C)C(=O)N4CCC3)cc1OC (centres undefined),-5.1,-5.0,2.7,-7.3,0.5,-8.8,-1.0,0.6,nt,6.6,nt
COc1ccc(NC(=O)CN(C)C(=O)CCCc2c[nH]c3ccccc23)cc1,-5.7,-21.2,9.3,5.8,-8.1,6.9,-2.8,-2.1,-18.7,-6.2,10.3
OC1(C#Cc2c(-c3ccsc3)oc3ccc(N4CCOCC4)cc23)CCCCC1,0.5,-15.4,3.0,0.9,-0.8,6.9,-22.0,-7.9,2.9,-6.5,0.6
C/C=C(/C)C(=O)O[C@@H]1c2c(ccc3ccc(=O)oc23)O[C@@H]1C(C)(C)OC(C)=O,-0.6,-12.1,3.9,1.1,-6.2,11.4,12.3,-5.9,4.6,14.2,-9.0
CCOC(=O)c1ccc(-n2nc(C)cc2C)cc1,11.1,-1.0,-7.2,-6.6,-28.4,2.4,-4.1,4.4,-0.6,2.5,-4.4
Cc1cccc(C)c1Nc1nnc(SCC(=O)Nc2sccc2C#N)s1,-1.7,-3.8,-1.3,4.2,-11.9,-7.1,-4.3,4.5,5.6,1.3,2.3
